# Assay outcomes from PubChem BioAssay.
# hERG WT inh = inhibitors of human wildtype KCNH2 potassium channel; U2OS, BacMam KCNH2, thallium flux FluxOr; active compounds read low; activity change, % at 1.84 µM; hit rate 0.37% among 340,000; AID 720551;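 active = maximum activity change below -70%; inconclusive = maximum activity change between -70% and -50%; inactive = maximum activity change above -50%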
#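 U2OS cells transduced with wild-type KCNH2 virus are loaded with FluxOr dye for 45 min, and thallium flux is measured in kinetic reads before and after stimulation buffer. Rate constants are normalized to DMSO controls.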
# USP2a inh = USP2a (human) protease inhibition | O75604 | Potency, µM (top dose mostly 38.3 µM), for the others: at the top dose activity change, negative = inhibition, usual class: inhibitors | hit rate 0.01% among 330,000 | USP2 core, Ub-CHOP2 coupled fluorogenic reporter, 485/531;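 also: potency is read from the fitted curve at half-maximal effect; plate controls were DMSO wells for no effect and full inhibition by NEM control for full effect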
# Target sequence (O75604 whole entry, looked up): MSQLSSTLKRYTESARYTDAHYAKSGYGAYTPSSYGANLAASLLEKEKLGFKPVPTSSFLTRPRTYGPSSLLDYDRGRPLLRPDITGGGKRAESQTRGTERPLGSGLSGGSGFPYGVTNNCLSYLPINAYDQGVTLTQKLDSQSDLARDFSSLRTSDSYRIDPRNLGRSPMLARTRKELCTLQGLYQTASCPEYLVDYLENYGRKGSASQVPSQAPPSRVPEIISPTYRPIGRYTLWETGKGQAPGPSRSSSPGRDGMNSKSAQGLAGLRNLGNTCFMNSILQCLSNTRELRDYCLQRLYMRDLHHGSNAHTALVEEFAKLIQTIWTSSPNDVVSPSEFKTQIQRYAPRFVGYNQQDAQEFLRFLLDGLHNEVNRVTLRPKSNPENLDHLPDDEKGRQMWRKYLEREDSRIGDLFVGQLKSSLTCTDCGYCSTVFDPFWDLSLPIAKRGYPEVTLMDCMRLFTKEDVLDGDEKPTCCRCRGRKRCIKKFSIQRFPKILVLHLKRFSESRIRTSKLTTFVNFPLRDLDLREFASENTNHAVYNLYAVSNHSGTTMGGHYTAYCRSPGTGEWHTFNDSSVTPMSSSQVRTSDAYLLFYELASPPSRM
#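 Deubiquitinase activity read as fluorescence (485/531 nm) after Ub-CHOP2 cleavage activates the enterokinase reporter on its substrate; USP2 core 10nM, Ub-CHOP2 and substrate 25nM each, 30min compound preincubation then 60min RT; data normalized to NEM, curves fitted.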
# B2AR arrestin = agonists driving beta-arrestin recruitment to human beta2-adrenergic receptor; Potency, µM (series often up to 46.1 µM), without a hit: at the top dose activation, most hits filed as activators; hit rate 0.02% among 330,000; P07550; beta-arrestin recruitment to beta2AR, cell-based reporter;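 also: potency is read from the fitted curve at half-maximal effect; 0% = DMSO controls and full agonism = EC100 isoproterenol or metaproterenol; nearly all actives have a fitted effect of over 65% in size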
# uPA generation = inhibitors of cell surface uPA generation | cell surface uPA generation assay, qHTS | Potency, µM (top dose mostly 38.3 µM), for the others: at the top dose activity change, negative = inhibition, usual class: inhibitors | hit rate 0.31% among 330,000; active = well fitted inhibition curve with a large enough effect; inconclusive = small, poorly fitted or top-dose-only effect; inactive = no such curve, though single readings can be large or run the other way; tested in mouse RAW 264.7 cells; also: potency is read from the fitted curve at half-maximal effect; nearly all actives have a fitted effect of over 55% in size
# GALK inhibitor = inhibitors of human galactokinase; hit rate 0.007% among 270,000; Potency, µM (series often up to 57.5 µM), without a hit: at the top dose activity change, negative = inhibition, actives largely listed as inhibitors; Purified GALK, Kinase-Glo residual ATP luminescence; also: potency is read from the fitted curve at half-maximal effect
# Target sequence (P51570 whole entry, looked up): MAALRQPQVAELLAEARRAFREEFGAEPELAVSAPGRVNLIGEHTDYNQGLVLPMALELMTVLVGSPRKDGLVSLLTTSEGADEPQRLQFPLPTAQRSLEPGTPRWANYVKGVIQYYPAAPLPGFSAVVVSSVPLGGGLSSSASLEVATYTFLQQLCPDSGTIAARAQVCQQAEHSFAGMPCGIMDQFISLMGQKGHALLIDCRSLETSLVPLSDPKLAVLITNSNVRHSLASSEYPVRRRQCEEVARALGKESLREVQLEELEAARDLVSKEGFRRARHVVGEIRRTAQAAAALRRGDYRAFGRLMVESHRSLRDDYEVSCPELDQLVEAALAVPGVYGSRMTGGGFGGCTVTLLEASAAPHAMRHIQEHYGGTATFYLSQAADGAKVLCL
#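 Luminescence from leftover ATP (Ultra-Glo luciferase/luciferin) served as read-out after a 1 h room-temperature reaction of 5 nM GALK with 35 uM ATP and 100 uM galactose.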
# KCNH2 3.1 block = inhibitors of human KCNH2 3.1 potassium channel isoform. U2OS KCNH2 3.1, thallium flux FluxOr; active compounds read low. activity change, % (tested at about 1.8 µM). hit rate 0.95% among 340,000;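 active = maximum activity change below -70%; inconclusive = maximum activity change from -70% to -50%; inactive = maximum activity change above -50%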;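 also: thallium influx rate constant from kinetic fluorescence after stimulation buffer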
#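 Virally transduced U2OS (3.1 isoform, 4 h infection in dark at RT) → overnight 37 C → FluxOr + Red40 in HBSS/HEPES, 45 min → stimulation buffer, 2 min kinetic read → rate constant vs DMSO controls.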
# PKM2 activator = increases activity of human pyruvate kinase M2; P14618; purified PKM2, Kinase-Glo ATP luminescence, activation; response scale: 0% is enzyme alone, no compound; Potency, µM (highest dose often 57.5 µM), without a hit: at the top dose activation, most hits filed as activators; hit rate 0.34% among 260,000; AID 1631; also: potency is read from the fitted curve at half-maximal effect; nearly all actives have a fitted effect of over 55% in size
#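 Purified hPK-M2 (>95%) run at intermediate activity with 0.1 mM ADP and 0.5 mM PEP in 50 mM imidazole pH 7.2, KCl, MgCl2; 1 h room temperature. ATP formed read by Kinase-Glo luminescence; normalized to uninhibited and no-enzyme controls.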
# BCR signal inh = blocks chronic active B-cell receptor signaling. ABC-DLBCL IkBa-CBG/CBR reporter, luminescence ratio, 4 h. Potency, µM (top dose mostly 46.1 µM), without a hit: at the top dose ratio change, negative = lower green/red ratio, most hits filed as inhibitors. hit rate 0.05% among 340,000; active = well fitted inhibition curve with a large enough effect in the signal ratio, with a control signal flat, not every such curve was filed as active; inconclusive = small, poorly fitted or top-dose-only effect, or effect the other way, or a change in a side signal; the % refers to the signal ratio;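 also: potency is read from the fitted curve at half-maximal effect; plate controls were basal doxycycline-induced cells for no effect and cells given 10 µM MG132 for full effect; MG132 reads +100%, hits lower the ratio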
#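 TMD8 ABC-DLBCL cells carrying doxycycline-inducible green luciferase fused to IkappaBalpha plus unfused red luciferase were exposed to compounds (up to 46 uM) for 4 hrs at 37C. Activity came from the overlap-corrected green/red luminescence ratio.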
# Giardia kill = Giardia lamblia killing; Giardia lamblia trophozoite viability; activity change, % at 7.66 µM, hits read low; hit rate 0.15% among 340,000; in the data active = activity change below about -80%; inconclusive = between about -30% and that limit;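 also: parasites exposed to compound for two days anaerobically before the ATP read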
#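 Trophozoites 100 cells/well + cpd; 48 hrs, 37 deg C, anaerobic. ATPLite 1-Step added, 15-30 min RT, luminescence read (ATP-based viability).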
# Eya2 inh = blocks the phosphatase activity of human Eya2. Potency, µM (series often up to 76.9 µM), inactives show top-dose activity, negative = inhibition, most hits filed as inhibitors. hit rate 0.006% among 330,000. recombinant Eya2, OMFP fluorescence dephosphorylation (OMFP is methylfluorescein phosphate); also: potency is read from the fitted curve at half-maximal effect
#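 Eya2 protein (added as 0.2 uM solution) was preincubated with compound for 10 min at ambient temperature in 50 mM HEPES pH 7.5, 50 mM NaCl, 5 uM MgCl2, 0.05% BSA, 1 mM DTT. OMFP (added at 50 uM) then reacted 10 min; fluorescence read at 485/525 nm.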
# FBPA coupling cs = inhibits coupling enzyme system, counter-screen for aldolase hits. coupling enzyme system counterscreen, AmpLite Red fluorescence. activity change, negative = inhibition, % at 58.2 µM, hits read low. hit rate 0.67% among 290,000. AID 2472; in the data active = activity change below about -30%
#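 Final compound at 57.5 uM, incubated 10 min at RT with coupling enzyme reagent (glyceraldehyde-3-phosphate), then 20 min with substrate and AmpLite Red detection. Fluorescence read at 525/598 nm; tests interference with the coupling assay, not aldolase inhibition.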
# The depositor's hits bear a star; i = inactive; ? = inconclusive; nt = not tested or not shown; [ ] = remark or other dose. Unless noted, calls follow the shape of the dose curve; as a rule, active = well fitted curve in the direction sought with a large enough effect; inconclusive = small, poorly fitted or top-dose-only effect, or another doubt; inactive = no such curve, though single readings can be large; an effect the other way counts as inactive or inconclusive. Unless noted, % is scaled to controls: 0 for no effect and ±100 for the full control effect. No enrichment for hits, and some 2.4% of all compounds hit somewhere here.
SMILES,hERG WT inh,USP2a inh,B2AR arrestin,uPA generation,GALK inhibitor,KCNH2 3.1 block,PKM2 activator,BCR signal inh,Giardia kill,Eya2 inh,FBPA coupling cs
NC(=O)c1nn(-c2ccccc2)nc1NC(=O)Cn1nnc(-c2ccccc2)n1,0,4%,-0.7%,-2%,-2%,-11,2%,4%,0,-1%,-1
O=C(O)CSc1ncccc1C(=O)O,3,0%,-0.3%,1%,3%,4,0%,3%,9,6%,5
O=C(NNS(=O)(=O)c1ccccc1)C(O)(c1ccccc1)c1ccccc1,-1,1%,0.0%,1%,2%,6,6%,3%,7,0%,3
CCC(C)NC(=O)c1cnc2n(c1=O)CCS2 (configuration not stated),-2,2%,0.1%,1%,1%,14,3%,3%,3,13%,3
COCCCNC(=O)c1c(N)n(/N=C/c2ccccn2)c2nc3ccccc3nc12,6,1%,-0.5%,0%,1%,14,1%,?,1,0%,1
CCCNC(=O)N[C@@H](CCSC)C(=O)OC,-17,1%,-0.2%,nt,4%,-11,0%,2%,-9,-1%,2
Cc1cc(C(=O)Nc2ccc(S(=O)(=O)N3CCCC3)cc2)cs1,-3,1%,0.4%,nt,-2%,11,-2%,12%,-10,2%,-4
Cc1ccccc1N(CC(=O)NC1CCCC1)C(=O)C1(C)CC(=O)N=C2C=CC=CN21 (configuration not stated),2,3%,-0.5%,2%,3%,-1,-8%,-7%,6,8%,3
Cc1cc(Cl)nc(Cl)c1C(=O)NC(=O)NCCC(C)C,-6,1%,-0.1%,?,-1%,9,0%,3%,14,-7%,2
CC(C(=O)Nc1ccc(N2CCOCC2)cc1)N1C(=O)NC(C)(C)C1=O (configuration not stated),-16,1%,-0.3%,12%,nt,7,nt,0%,12,-11%,nt
S=C(NCc1ccncc1)Nc1ccc(Cl)c(Cl)c1,-6,5%,0.1%,-2%,0%,3,2%,-4%,-5,2%,4
O=C(O)CC(C(=O)Nc1ccc(F)cc1)C1CCCO1 (configuration not stated),-2,1%,5.7%,-2%,3%,5,0%,-1%,-19,0%,5
COc1ccc(N(CC(=O)Nc2ccc(Cc3ccncc3)cc2)S(=O)(=O)c2ccccc2)cc1,6,1%,0.1%,2%,-3%,-24,nt,-5%,-23,15%,-2
CCCSCCCNC(=O)CN1C(=O)COc2ccc(S(=O)(=O)N3CCCC3)cc21,5,-1%,-0.6%,5%,6%,-5,12%[0.46 µM],-2%,4,-7%,0
O=C(c1ccc2c(c1)OCCO2)N1CCN(Cc2c(F)cccc2Cl)CC1,-1,-2%,0.3%,5%,nt,13,nt,-3%,17,-19%,nt
Cn1cc(CNC(=O)C2CCC(=O)N(Cc3cccc(C(F)(F)F)c3)C2)cn1 (configuration not stated),-3,3%,-0.3%,-1%,-1%,nt,-6%,?,-9,-2%,nt
O=C(NC1CCCC1)C1CCC(CNS(=O)(=O)c2ccc(F)cc2)CC1 (configuration not stated),-1,2%,2.5%,-10%,-9%,11,nt,-1%,46[activator],-8%,nt
COc1ccc(C(=O)N2CCc3ccc(NC(=O)c4ccccn4)cc3C2)cc1F,-13,2%,-0.1%,-20%,nt,-5,0%,?,-1,-19%,-1
Cc1cc(C(=O)N/N=C/c2ccc[nH]2)n[nH]1,-6,2%,-0.4%,3%,4%,-17,1%,nt,7,-7%,-16
Cc1ccc(N2CN(Cc3ccco3)CNC2=S)c(C)c1,-3,-1%,-0.4%,-4%,1%,-6,13%,0%,-13,1%,0
O=C(N/N=C/c1cc(Br)c(Br)o1)c1cccnc1,-1,8%,-1.0%,-9%,0%,-5,3%,-19%,-4,-6%,-55*
Cc1cccc(/C=C/C(=O)c2ccc(N3CCOCC3)cc2)c1,nt,-1%,-1.2%,nt,0%,nt,-9%,5%,nt,13%,2
COc1ccc2[nH]c3c(=O)n(CCCC(=O)NC4CCCCC4C)c(=S)[nH]c3c2c1 (configuration not stated),5,2%,-0.1%,0%,2%,22,nt,9%,5,2%,nt
COc1ccc(-c2ccc(SCC(=O)c3cccs3)nn2)cc1OC,-4,0%,0.1%,-7%,-1%,-5,-1%,-7%,-7,3%,-2
COc1ccc(/C=c2\s/c(=C/C(=O)c3ccc(C)cc3)[nH]c2=O)c(OC)c1,-19,9%,-0.8%,1%,-2%,-16,-13%,?,22,9%,-2
Cc1ccc(S(=O)(=O)n2nc(OC(=O)c3ccccc3C)cc2N)cc1,4,-1%,-0.7%,-2%,7%,-24,-1%,?,22,0%,1
Cc1cc(OCC(=O)OCC(=O)NCc2ccco2)ccc1Cl,-6,1%,-0.3%,4%,nt,?,nt,-1%,8,13%,nt
CCCCn1c(N)c(N(CC(C)C)C(=O)Cn2c(=O)oc3ccccc32)c(=O)[nH]c1=O,3,0%,-3.4%,2%,nt,16,nt,-8%,-8,26%,nt
COc1ccc(NC(=O)C2CCC(CNc3c(N4CCOCC4)c(=O)c3=O)CC2)cc1Cl (configuration not stated),-13,5%,-0.5%,-2%,nt,0,-5%,?,4,1%,3
Cn1nccc1C(=O)OCC(=O)Nc1cccc(Cl)c1,-1,3%,-0.1%,-3%,nt,4,nt,-1%,-4,-14%,nt
CCC(C)(C)c1nnc(NC(=O)c2cccc([N+](=O)[O-])c2)s1,9,4%,0.8%,-6%,4%,-1,4%,?,8,1%,-23
C=CCNC(=O)COc1c(C)ccc(C)c1C,1,1%,0.0%,-2%,10%,-23,2%,-3%,-21,-8%,2
CC(=C/c1ccccc1)/C=N/n1c(-c2ccncc2)n[nH]c1=S,i,-2%,-0.1%,8%,-3%,1,-6%,6%,-23,-7%,8
Cc1nc2c(sc(=S)n2Cc2ccco2)c(=O)n1CC(=O)Nc1ccccc1,-2,4%,0.4%,-2%,0%,-27,9%,-1%,22,1%,3
CC1(C)C=C(c2ccc(C=O)s2)CC(C)(C)N1,-12,-1%,0.0%,-1%,-3%,-11,2%,9%,-9,3%,0
Cc1c(Cl)cccc1NC(=O)NCc1ccc(F)cc1,-1,-1%,0.2%,0%,5%,4,-4%,3%,-16,12%,3
Clc1c(-c2nnc3n2CCCCC3)sc2ccccc12,-3,1%,0.1%,-5%,2%,-6,-9%,?,-22,-19%[15.4 µM],5
COC(=O)N/N=C/c1cc(N=Nc2ccccc2Cl)ccc1O,-2,0%,0.2%,?,-6%,3,-2%,?,-17,7%,0
Cc1cccc(C)c1NC(=O)CN1CCNCC1,1,-1%,-0.2%,2%,0%,-18,1%,-9%,12,-11%,-1
CCOc1ccc(/C=C(\C#N)C(=O)NCC2CCCO2)cc1OCC (configuration not stated),-3,2%,-1.3%,-1%,0%,-14,4%,?,-19,1%,0
CCOc1ccc(C(=O)NCC2CCN(CC3CCCCC3)CC2)cc1,50,-2%,-1.7%,-3%,nt,0,0%,-11%,26,7%,0
O=S(=O)(Nc1cccc(-n2cnnn2)c1)c1ccccc1C(F)(F)F,3,3%,-0.3%,10%,8%,-1,nt,-1%,-17,-5%,5
CC1CC(C)CN(C(=O)Cn2nnc(-c3ccc(Br)cc3)n2)C1 (configuration not stated),10,0%,0.4%,-5%,-2%,-14,nt,-1%,-20,3%,0
Cc1ccc(CNC(=O)CC(NC(=O)c2ccccc2)c2ccccc2)cc1 (configuration not stated),-1,-8%,8.9%,-3%,nt,-4,nt,-1%,-6,15%,nt
CCOC(=O)C1CCN(C(=O)COc2ccc(C(=O)c3ccccc3)cc2)CC1,18,2%,-0.6%,5%,nt,8,nt,-3%,3,2%,nt
Cn1nnc(NC(=O)c2cccs2)n1,0,0%,0.0%,5%,17%,-2,nt,-1%,-6,-11%,4
COc1ccc2oc(C(=O)OCC(=O)N3CCN(C(C)=O)CC3)c(C)c2c1,-17,1%,-0.3%,0%,nt,-9,nt,0%,-7,-25%,nt
O=C(OC(C(=O)NCc1ccc2c(c1)OCO2)c1ccccc1F)c1ccco1 (configuration not stated),6,1%,-0.6%,-2%,-3%,7,?,1%,-10,6%,-2
O=C(CN1CCC(NC(=O)Nc2ccccc2)CC1)Nc1ccc([N+](=O)[O-])cc1,45,-1%,-1.2%,4%,5%,-17,-2%,6%,-9,-1%,1
CCN1CCN(c2ccc(S(=O)(=O)N3CCOCC3)cc2NC(=O)COc2ccc(F)cc2Cl)CC1,16,-7%,-0.4%,-7%,5%,-2,0%,4%,5,-9%,nt
CCOC(=O)c1c(C)nn(-c2ccc(NC(=O)CSCC(=O)O)cc2)c1C,10,0%,-0.3%,0%,-1%,0,-4%,8%,-3,8%,-1
COc1ccccc1C(=O)NC(=O)COC(=O)c1ccc(Cl)cc1[N+](=O)[O-],-13,2%,-0.7%,2%,nt,-3,nt,2%,4,14%,nt
